PLK1 PBD block: blocks phosphopeptide binding to human PLK1 polo-box domain; Plk1 PBD binding of FITC phosphopeptide, fluorescence polarization; 360,000 compounds, 2.8% hits; Potency, µM, without a hit: max response, negative = inhibition, most hits filed as inhibitors; note: potency is the fitted concentration of half-maximal effect; series mostly up to about 57 µM; % is set by controls: 0 for no effect and ±100 for the full control effect; nearly all actives have a fitted effect of over 65% in size
Target sequence (P53350 whole entry, looked up, the tested form may be a part): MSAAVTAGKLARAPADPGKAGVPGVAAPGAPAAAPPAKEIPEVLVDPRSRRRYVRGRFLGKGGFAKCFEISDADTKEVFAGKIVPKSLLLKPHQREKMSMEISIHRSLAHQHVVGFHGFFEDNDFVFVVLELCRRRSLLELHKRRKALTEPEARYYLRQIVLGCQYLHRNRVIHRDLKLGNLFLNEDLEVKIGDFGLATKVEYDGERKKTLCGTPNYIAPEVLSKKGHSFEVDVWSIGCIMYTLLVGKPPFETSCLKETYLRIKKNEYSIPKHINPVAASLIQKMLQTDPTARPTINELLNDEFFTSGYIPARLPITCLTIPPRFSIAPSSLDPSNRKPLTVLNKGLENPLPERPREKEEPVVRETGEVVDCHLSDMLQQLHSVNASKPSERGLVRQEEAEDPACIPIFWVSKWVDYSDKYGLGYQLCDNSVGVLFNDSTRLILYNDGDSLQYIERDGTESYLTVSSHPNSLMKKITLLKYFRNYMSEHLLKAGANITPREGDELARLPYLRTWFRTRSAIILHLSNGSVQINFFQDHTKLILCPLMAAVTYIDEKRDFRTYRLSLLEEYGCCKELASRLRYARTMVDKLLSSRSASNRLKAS
EPAC1 agonist: agonists of human EPAC1; O95398; EPAC1 agonist qHTS, biochemical assay; response scale: 100% = response to 6.5 mM cAMP; Potency, µM (series often up to 154 µM), without a hit: top-dose activation, usual class: activators; 360,000 compounds, 0.073% hits; AID 720707; note: potency is the fitted concentration of half-maximal effect; nearly all actives have a fitted effect of over 60% in size
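Fluorescent GDP-exchange assay: 100 nM EPAC1 with 250 nM Rap1B preloaded with BODIPY-GDP and 50 uM GDP; compounds tested as concentration series, 5 min at room temperature, then read every 5 min for 30 min (ex 480/em 540 nm); normalized to 6.5 mM cAMP.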
PI5P4K alpha inh: blocks human PI5P4K alpha kinase activity. P48426. AID 652105. max response, %. 330,000 compounds, 1.2% hits. PI5P4Kalpha enzyme, ADP-Glo luminescence, 60 min; hits give low values; active = max response of -50% or lower; inconclusive = between -30% and -50%; inactive = -30% or higher; note: value at the top dose of about 77 µM; % is set by controls: 0 for no effect and ±100 for the full control effect
Target sequence (P48426 whole entry, looked up): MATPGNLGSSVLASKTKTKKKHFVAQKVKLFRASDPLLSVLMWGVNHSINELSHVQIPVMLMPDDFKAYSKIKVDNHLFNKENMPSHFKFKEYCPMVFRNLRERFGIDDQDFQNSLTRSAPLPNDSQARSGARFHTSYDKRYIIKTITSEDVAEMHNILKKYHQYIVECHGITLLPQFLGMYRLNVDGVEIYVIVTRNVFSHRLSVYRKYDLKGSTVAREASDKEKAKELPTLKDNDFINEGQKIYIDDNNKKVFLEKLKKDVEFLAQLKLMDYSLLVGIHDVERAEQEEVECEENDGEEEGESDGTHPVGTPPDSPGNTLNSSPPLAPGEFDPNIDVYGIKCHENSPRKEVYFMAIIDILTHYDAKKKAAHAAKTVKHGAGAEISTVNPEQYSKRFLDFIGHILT
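qHTS, 1536-well: enzyme/substrate mix, compound by pin tool, 5 microM ATP final; RT 60 min; ADP-Glo reagents 1 (45 min) then 2 (30 min); luminescence.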
EPAC2 ag: agonists of human EPAC2 (RAPGEF4) | 360,000 compounds, 0.079% hits | EPAC2 activation, biochemical qHTS; response scale: 100% = 6.5 mM cAMP response | Potency, µM (titrated, usually from 154 µM), without a hit: top-dose activation, usual class: activators | AID 720711; note: potency is the fitted concentration of half-maximal effect; nearly all actives have a fitted effect of over 50% in size
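Guanine nucleotide exchange by EPAC2 is measured as reduced fluorescence of BODIPY-GDP once it is released from 250 nM Rap1B. Plates are read kinetically for 30 min at room temperature; results are scaled to 6.5 mM cAMP.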
CCT modulator: changes cytosolic chaperonin activity; purified chaperonin ATPase assay, HTRF ADP detection, 30 min; activity change, % (test concentration not listed), hits read low; 360,000 compounds, 0.3% hits; AID 651819; in the data active = activity change below about -30%; note: % is set by controls: 0 for no effect and ±100 for the full control effect
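TRiC at 40 or 20 nM final (batch-dependent) in 30 mM Tris pH 7.4, 100 mM KCl, 5 mM MgCl2, 1 mM DTT, with compound at single 76 uM and 10 uM ATP, 30 min at 37 deg C. ADP detected by HTRF Transcreener, 665/615 ratio.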
WRN helicase inh: blocks human WRN helicase; Q14191; WRN helicase unwinding, fluorescent forked duplex, kinetic; Potency, µM (top dose mostly 114 µM), for inactives: top-dose activity change, negative = inhibition, actives largely listed as inhibitors; 360,000 compounds, 0.46% hits; AID 651768; note: potency is the fitted concentration of half-maximal effect; % is set by controls: 0 for no effect and ±100 for the full control effect; nearly all actives have a fitted effect of over 55% in size
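WRN at 20 nM final was preincubated with compound for 15 min at room temperature; reaction started with 100 nM forked duplex oligonucleotide carrying fluorophore and quencher plus 2 mM ATP (final). Unwinding followed kinetically by red fluorescence (ex 525/em 598 nm).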
EPAC1 antagonist: EPAC1 (human) antagonism; EPAC1 GEF assay, Rap1b-BODIPY-GDP exchange fluorescence; Potency, µM (highest dose often 115 µM), inactives show at the highest dose activity change, negative = inhibition, hits mostly inhibitors; 360,000 compounds, 0.14% hits; AID 720709;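 note: potency is the fitted concentration of half-maximal effect; plate controls were vehicle for no effect and positive control for full effect; nearly all actives have a fitted effect of over 50% in size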
IL-2 act: activates IL-2 in a cell-based reporter assay; activation, % (series mostly up to about 46 µM); 360,000 compounds, 0.065% hits; IL-2 activation reporter assay, cell-based qHTS; stimulated with anti-CD3/CD4/CD28 beads; in transgenic mouse T cells; in the data active = activation above about 50%; inconclusive = mostly about 30% to 49%; note: 0% is about no effect
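Readout is EGFP and DsRed signal by fluorescent plate cytometry after 18 h at 37 degrees C. Transgenic mouse T cells (750/well) received compound for 60 min before bead stimulation (anti-CD3, anti-CD4, anti-CD28); memory T cells served as non-tolerant control.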
* = called active by the depositor; ? = inconclusive; / = not tested or not shown; [ ] = remark or other dose. Unless noted, calls come from the whole dose curve; as a rule, active = well fitted curve in the direction sought with a large enough effect; inconclusive = small, poorly fitted or top-dose-only effect, or another doubt; inactive = no such curve, though single readings can be large; an effect the other way counts as inactive or inconclusive. An excerpt; the hit share may differ from the screen's.

Every second line gives: PLK1 PBD block | EPAC1 agonist | PI5P4K alpha inh | EPAC2 ag | CCT modulator | WRN helicase inh | EPAC1 antagonist | IL-2 act
1: Cc1ccccc1NC(=O)CN(c1ccc(F)cc1)S(C)(=O)=O
 : -7% | -1% | 0 | 12% | -0.4 | 9% | ? | -1.1
2: CCOC(=O)NC(=O)/C(C#N)=C\NNc1ncc(C(F)(F)F)cc1Cl
 : -19% | 8% | 4 | 4% | 0.7 | 0% | 2% | 0.6
3: COc1cc(C2C(C#N)=C(N)OC3=C2C(=O)CC(C)(C)C3)ccc1OC(=O)N1CCOCC1 (centres undefined)
 : -6% | -2% | / | 3% | -0.4 | -2% | 12% | -0.6
4: CC1=C[C@H]2Cc3cc(C)cc(C)c3S(=O)(=O)[C@@H]2C=C1
 : -1% | 2% | -9 | 0% | 1.3 | -5% | 4% | 0.3
5: CCCCCCNC(=O)O[C@H]1C[C@@H]2C(=O)N(c3ccccc3)C(=O)[C@@H]2[C@@H]2CN(S(=O)(=O)c3ccc(C)cc3)C[C@]12O
 : -3% | -15% | 2 | 7% | 2.0 | -4% | -16% | -1.3
6: Cc1ccccc1CN(c1ccc(C(=O)Nc2ccccc2C(=O)NCc2ccco2)cc1)S(C)(=O)=O
 : -2% | 8% | / | 4% | -0.1 | -14% | ? | -0.1
7: Cc1cc(Br)ccc1NC(=O)CN(C)C(=O)c1ccccc1OCc1c(C)noc1C
 : -4% | -1% | 4 | 10% | -1.5 | 7% | 5% | -0.8
8: CC(C)(C)NC(=O)C(c1ccccn1)N(C(=O)C1CSC(=O)C1)c1ccc(F)cc1 (centres undefined)
 : 2% | -2% | -2 | 0% | 0.4 | 14% | 15% | -2.2
9: CC1CC(C)CN(CC(=O)N2c3ccccc3CCc3ccccc32)C1 (centres undefined)
 : -5% | 6% | / | -2% | -5.2 | 5% | -2% | -0.1
10: COC(=O)c1ccc(CNC(=O)Cn2cnnn2)cc1
 : -1% | 4% | -3 | -1% | -4.1 | 1% | 7% | -0.2
11: CC(=O)c1ccc(N2CCN(S(=O)(=O)c3ccc4c(c3)CC(=O)N4)CC2)cc1
 : -12% | -7% | -14 | -2% | -0.9 | 1%[11.6 µM] | -16% | -0.6
12: CN(CC(=O)Nc1ccccc1C(F)(F)F)C(=O)CC1OC(=O)c2ccccc21 (centres undefined)
 : -11% | 13% | -5 | -2% | -0.4 | -29% | -12% | -0.4
13: CNc1c(NS(=O)(=O)c2ccc(C3CCCCC3)cc2)c(=O)oc2ccccc12
 : -5% | 1% | 0 | 7% | 0.1 | 8% | 9% | -0.2
14: O=C(Nc1ccc(Cl)c([N+](=O)[O-])c1)c1ccc2c(c1)OCCO2
 : -1% | -12% | -1 | -3% | -9.1 | -3% | -11% | -0.8
15: C=CCOc1ccc(CNCC2CCCO2)cc1 (centres undefined)
 : 3% | 1% | 2 | 4% | 0.3 | 4% | -3% | -2.0
16: CN(C)/N=C/C=C1\CC/C(=C\c2ccc(F)c(F)c2)C1=O
 : -15% | 10% | 0 | 5% | -2.2 | -8% | -21% | -0.3
17: CCCC(C(=O)Nc1ccc(S(=O)(=O)Nc2ncccn2)cc1)c1ccccc1 (centres undefined)
 : 4% | -9% | 4 | -7% | -6.4 | -5% | 5% | 2.1
18: O=C(NNc1cc(N2CCOCC2)nc(N2CCOCC2)n1)c1ccc([N+](=O)[O-])cc1
 : -5% | 3% | 6 | 18% | -0.2 | 0%[11.6 µM] | ? | -0.1
19: O=C(Nc1ccc(C(=O)O)cc1)/C(=C\c1ccco1)NC(=O)c1ccccc1Cl
 : -1% | 1% | -14 | 6% | -1.1 | -8%[57.1 µM] | -8% | 0.8
20: OC(CNCC(c1ccco1)N1CCCCC1)c1ccccc1 (centres undefined)
 : -1% | 4% | / | 6% | -0.9 | -4% | -3% | -2.0
21: O=C(NNC(=O)c1ccccn1)c1cccc([N+](=O)[O-])c1
 : -8% | -9% | -4 | -8% | -0.9 | 5% | 0% | -0.6
22: COCCN(C(=O)CSc1n[nH]c(-c2ccc(OC)cc2)n1)c1c(N)n(Cc2ccccc2)c(=O)[nH]c1=O
 : -1% | -1% | -8 | -6% | -3.5 | -13% | 4% | -3.4
23: CCCCC1Cc2[nH]c(=S)[nH]c(=O)c2C(c2ccc(F)cc2)O1 (centres undefined)
 : -11% | -5% | 4 | -18% | 1.5 | -8% | 25% | 0.0
24: C=C(C)COc1ccc(-c2ncncc2-c2ccccc2OC)c(O)c1
 : -6% | 19% | 4 | 18% | 1.7 | 4% | -3% | 0.6
25: Cc1ccc(C)c(CN2CCSCC2)c1
 : -5% | -3% | -6 | 4% | -1.4 | -4% | -21% | -0.2
26: O=C(O)c1ccccc1C1Nc2ccccc2C(=O)N1CCCN1CCOCC1 (centres undefined)
 : -1% | 2% | 6 | 6% | 1.0 | 2% | 1% | 1.3
27: Cc1cccc(C)c1-n1nnnc1C1(C)CCC(=O)N1CCCn1ccnc1 (centres undefined)
 : -13% | 8% | -8 | 8% | -0.3 | 0% | -5% | -0.8
28: CCn1cc(C(=O)O)c(=O)c2cnc(N3CCN(C(=S)NC(=O)c4ccc(Br)cc4)CC3)nc21
 : ? | 15% | -4 | 1% | 1.4 | -12% | -19% | 0.1
29: COC(=O)C[C@@H]1C[C@H]2c3cc(N(C)C)ccc3O[C@H]2[C@H](CO)O1
 : -4% | 0% | -6 | -2% | 1.7 | 2% | -14% | 0.2
30: CCOC(=O)C1CCN(CC(=O)Nc2cc(S(=O)(=O)N3CCOCC3)ccc2C)CC1
 : -4% | 4% | 0 | -1% | 0.4 | -28% | -1% | -0.6
31: COc1nc(Nc2cccc([N+](=O)[O-])c2)nc(OC)n1
 : 1% | 3% | -1 | 11% | 0.3 | 2% | 18% | 0.1
32: CC(C)CC(=O)Nc1cc2c3c(c1)CCN3C(=O)CC2
 : -3% | 0% | 4 | 7% | -0.6 | -5% | -29% | -0.5
33: CCOC(=O)c1nnn(CC(=O)NC(=O)Nc2cccc(CC)c2)c1C(=O)OCC
 : -7% | 1% | -1 | 11% | -0.5 | -4% | ? | -0.5
34: CC(C)c1ccc(C(=O)NC2=NCCS2)cc1
 : -7% | -1% | 4 | 10% | -2.7 | 2% | -18% | -3.1
35: NC(N)=NN=C(c1ccc(F)cc1)c1ccc(C(F)(F)F)cc1
 : 2% | 1% | -1 | -1% | 0.6 | -1% | 7% | -6.5
36: NCCC(=O)N1c2ccccc2Sc2ccccc21
 : -9% | 1% | 0 | 1% | 1.8 | 2% | -11% | -2.1
37: O=C1NC(c2ccccc2OC(F)F)Oc2ccccc21 (centres undefined)
 : -3% | 0% | -5 | 3% | 0.4 | -8% | -1% | -0.4
38: Cc1ccc(Cl)cc1N1CCN(C(=O)CNC(=O)c2ccc(Br)o2)CC1
 : -12% | 15% | 9 | -2% | 1.9 | -4% | 3% | -0.4
39: COc1ccc(Oc2nc3c(C)cccn3c(=O)c2/C=C(\C#N)C(N)=O)cc1
 : -9% | 9% | -5 | 8% | 0.1 | -13% | -8% | -0.6
40: CCOC(=O)Cn1nc(-c2ccccc2)ccc1=O
 : -3% | -2% | / | 7% | 0.6 | -18% | 24% | -2.0
41: C=C[C@]1(C)C=C2CC[C@H]3[C@@](C)(CCC[C@@]3(C)C(=O)O)[C@@H]2CC1
 : 30µM* | -25% | 0 | -3% | 0.8 | -30% | -26% | 2.0
42: Nc1ncnc2c1ncn2C1OCC(O)C1O (centres undefined)
 : 7% | 7% | 1 | 0% | -1.5 | 1% | -6% | -0.4
43: COc1cccc(C(=O)Nc2cc3c(cc2Br)OCCCO3)c1
 : -2% | -2% | 4 | 18% | -0.5 | -19% | 4% | -3.6
44: Cc1ccc(-n2cc(CN3CCC(CO)(Cc4cccc(C(F)(F)F)c4)CC3)cn2)cc1
 : -13% | -3% | 47 | -17% | -5.3 | ? | -11% | -6.6
45: COc1ccc(CNC(=O)c2cnc3scc(C)n3c2=O)cc1
 : 3% | -10% | 5 | 0% | -0.6 | 0% | -1% | -0.8
46: COc1cccc(C(=O)Nc2ccc(NC(=O)c3ccco3)nc2)c1
 : 31%[activator] | 3% | 5 | 2% | 1.5 | -18%[57.1 µM] | 1% | 2.6
47: Cc1cc2nc(-c3ccc(Cl)cc3)c(Cc3cccc(F)c3)n2c(C)c1Br
 : -18% | -5% | -6 | 7% | -4.1 | -13% | ? | 1.9
48: CC(C)(C)N(Cc1ccccc1)C(=O)COC(=O)CCc1c[nH]c2ccccc12
 : 4% | -5% | 27 | -5% | -3.0 | -13% | -19% | 1.3
49: CN(C)CCCNC(=O)C[C@H]1C[C@H](C(=O)N2CCCCC2)[C@@]2(CCc3ccccc3)c3[nH]c4cc(CCC(=O)N(C)C)ccc4c3CCN2C1=O
 : -6% | -4% | 0 | 9% | -1.8 | -1% | -3% | 0.6
50: Cc1cccc(CNC(=O)Cn2ccc3cc(S(=O)(=O)N4CCCC4)ccc32)c1
 : -2% | 4% | 0 | 1% | -2.3 | 1% | -3% | 3.6
51: Cc1cc(CN2CCCCC2C(=O)Nc2ccc(Oc3cccnc3)cc2)oc1C (centres undefined)
 : -1% | -3% | 2 | 3% | 0.7 | -6% | 1% | -0.2
52: COc1cc(/C=N\n2cnnc2)ccc1OCC(=O)Nc1ccc(C)cc1
 : -5% | 0% | 6 | 5% | 0.5 | 4% | 0% | -0.1
53: CC(C)[C@H](NC(=O)c1ccccc1F)C(=O)NC1CCCCCCC1
 : 3% | -13% | 7 | -2% | -6.0 | 3% | -1% | -1.1
54: N#Cc1ccc(NC(=S)NC(=O)CCc2ccc(S(=O)(=O)N3CCOCC3)cc2)cc1
 : -6% | 13% | 2 | 21% | 1.9 | -7% | 3% | -0.7
55: Nc1nonc1-n1nnc(C(=O)N/N=C/c2ccccc2Br)c1CN1CCCC1
 : -9% | -3% | -5 | 4% | 1.8 | -1% | -6% | 0.9

3 entries from above, with one line to a screen.
51. Cc1cc(CN2CCCCC2C(=O)Nc2ccc(Oc3cccnc3)cc2)oc1C (centres undefined)
52. COc1cc(/C=N\n2cnnc2)ccc1OCC(=O)Nc1ccc(C)cc1
53. CC(C)[C@H](NC(=O)c1ccccc1F)C(=O)NC1CCCCCCC1

Compound	51	52	53
PLK1 PBD block	-1%	-5%	3%
EPAC1 agonist	-3%	0%	-13%
PI5P4K alpha inh	2	6	7
EPAC2 ag	3%	5%	-2%
CCT modulator	0.7	0.5	-6.0
WRN helicase inh	-6%	4%	3%
EPAC1 antagonist	1%	0%	-1%
IL-2 act	-0.2	-0.1	-1.1
